Screens (PubChem)
EP2 modulator – EP2 receptor (human) modulation; EP2-expressing cells, cAMP HTRF FRET, PGE2 co-stimulation; induction, % at 25 µM; 260,000 tested, 0.83% active;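 active = compounds whose cAMP rise, as percent of the full-agonist control response, exceeds 60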;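 note: rat C6 glioma line stably carrying human EP2 under a CMV promoter; the protocol text gives 20 µM as final concentration; 100% = response of wells given 1 µM PGE2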
Target sequence (P43116 whole entry, looked up): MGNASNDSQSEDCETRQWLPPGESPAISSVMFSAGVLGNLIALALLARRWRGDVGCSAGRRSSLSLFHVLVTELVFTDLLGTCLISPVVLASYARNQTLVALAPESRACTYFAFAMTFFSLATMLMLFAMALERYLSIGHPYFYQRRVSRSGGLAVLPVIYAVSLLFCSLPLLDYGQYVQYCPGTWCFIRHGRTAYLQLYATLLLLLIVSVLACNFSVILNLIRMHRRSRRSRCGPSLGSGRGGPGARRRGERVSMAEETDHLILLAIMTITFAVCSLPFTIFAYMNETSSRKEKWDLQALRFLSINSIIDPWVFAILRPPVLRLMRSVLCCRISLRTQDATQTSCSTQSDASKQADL
Active calls of the source: *. The list is partial; the hit share may differ from the screen's.

SMILES	EP2 modulator
COc1ccc(C(=O)Cn2nc(C)n3c(cc4ccsc43)c2=O)cc1	14
COC(=O)c1ccc(C2C(C#N)=C(N)OC(C)=C2C(=O)OC(C)C)cc1 (stereo unspecified)	-1
CCOc1ccc2[nH]c(=O)c(C(c3nnnn3Cc3ccc(F)cc3)N3CCCCCC3)cc2c1 (stereo unspecified)	35
CCOc1ccc2nc(SCC(=O)Nc3cccc(NC(C)=O)c3)c(C)cc2c1	20
COc1cccc(CN2CCc3c(nc(N4CCCCC4C)[nH]c3=O)C2)c1 (stereo unspecified)	-10
Cc1cnc(C)c(N2CCC(C(=O)NC3CCCCC3)CC2)n1	-17
O=C1C=Cc2ccccc2/C1=C\c1nc(-c2cccc(F)c2)oc1O	-33
CC[C@H](Cn1nc(-c2cccs2)ccc1=O)NC(=O)c1cccs1	3

The list continues:
SMILES	EP2 modulator
CC(C)Nc1nc(NC(C)(C)C)nc(Oc2ccc(=O)[nH]n2)n1	-5
O=S(=O)(N1CCCC1)N1CC(CN2CCOCC2)c2ccccc21 (stereo unspecified)	-11
COc1ccc(NCc2nnc(SCC(N)=O)n2-c2cccc(Cl)c2)cc1	8
COc1ccc(S(=O)(=O)N2CCCC2C(=O)Nc2cccc(C)c2C)cc1 (stereo unspecified)	-92
CC1CCCC(C)N1C(=O)Cn1nc(-c2cccs2)cc(N)c1=O (stereo unspecified)	-11
COc1cccc(-n2nnnc2SCC(=O)Nc2nc(C)c(C)s2)c1	-56
C[C@]12CCC3c4ccc(O)cc4CCC3C1C[C@@H](O)[C@@H]2O (stereo partly specified)	-36
Cc1nn(CC(=O)NC2CC2c2ccccc2)c(=O)c2cc3sccc3n12 (stereo unspecified)	-55

New compounds follow.
SMILES	EP2 modulator
Cc1[nH]cnc1CN(Cc1ccc(F)cc1)C1CC(C)(C)NC(C)(C)C1	-33
COc1cc(OC)cc(-c2nnc(Sc3ccc([N+](=O)[O-])cn3)o2)c1	-23
Cn1c(=O)[nH]c(=O)c2[nH]c(N(CCO)CCO)nc21	11
Cc1nc2nc(N)ccc2c(C)c1C	-9
COc1ccccc1OCC(=O)Nc1ccc(S(=O)(=O)N2CCC(C)CC2)cc1	-7
COc1cccc2cc(C(=O)Nc3nccs3)c(=O)oc12	-20
CCCCOc1ccc(NC(=O)Cn2nc(-c3cc(C)oc3C)cc(N)c2=O)cc1	-83
CC(=O)NC1C(Oc2ccccc2C)OC2COC(C)(C)OC2C1O (stereo unspecified)	2

3 of the compounds above, with the structure last:
EP2 modulator	Structure
-20	COc1cccc2cc(C(=O)Nc3nccs3)c(=O)oc12
-83	CCCCOc1ccc(NC(=O)Cn2nc(-c3cc(C)oc3C)cc(N)c2=O)cc1
2	CC(=O)NC1C(Oc2ccccc2C)OC2COC(C)(C)OC2C1O (stereo unspecified)

Additional results follow.
SMILES	EP2 modulator
O=C(CSc1nnc2n(CC(=O)N3CCCC3)c3ccccc3n12)N1CCCCC1	11
O=C(CSc1nnc(C2CC2)n1CC1CCCO1)N1CCc2ccccc21 (stereo unspecified)	-15
Cc1cc(C)cc(NC(=O)C(=O)NCCN2CCOCC2)c1	-42
O=C(O)CCN1N=C(c2ccccc2)Cn2c(cc3sccc32)C1=O	-8
COc1ccc(CNC2(c3ccccc3OC)CCCC2)cc1Cn1ccnc1	-32
O=C(CN1C(=O)[C@H]2CCCN2C(=O)c2ccccc21)NC1CCCC1	13
COc1ccc(NS(=O)(=O)c2cn(C)nc2C)cc1NC(=O)CN1CCCC1	-12
CCN1CCN(C(c2cc3cc4c(cc3[nH]c2=O)OCCO4)c2nnnn2Cc2ccccc2)CC1 (stereo unspecified)	-20

Remaining list, next part.
SMILES	EP2 modulator
CC(C)(C)C1=NN(CC(=O)NCc2ccccn2)C(=O)c2cc3sccc3n2C1	13
CCOC(=O)c1cc2sccc2n1Cc1cccc(F)c1	85*
Cn1c(=O)sc2cc(S(=O)(=O)NCC3(c4ccccc4)CCOCC3)ccc21	-22
COC(=O)c1ccc(C2NC(=O)C(O)=C2C(=O)c2ccco2)cc1 (stereo unspecified)	5
COCCCN(C(=O)CCC(=O)O)c1nc(-c2ccc(OC)cc2)cs1	-17
COc1ccc(-c2nc3cnccn3c2NCc2ccco2)cc1	-45
Cc1cc(=O)[nH]c(N2CCN(C(=O)N3CCCCC3)CC2)n1	9
Cc1cccc(C(=O)N(Cc2cc3cc(C)ccc3[nH]c2=O)C2CC2)c1	-29

New compounds follow:
SMILES	EP2 modulator
C=CCn1c(N2CCC(C(=O)NCCOC=C)CC2)nc2ccccc21	-56
Cc1sc(NC(=O)c2cccc(F)c2)nc1-c1ccc2c(c1)CCN2C(=O)C(C)C	-50
Cc1nn(C)cc1-c1nc2cnccn2c1NCCc1ccccc1	-51
Cn1c(-c2ccc(N)cc2)n[nH]c1=S	-14
COCCn1c(SCC(=O)NC2CCCC2)nnc1C(C)C	-6
O=C(NCCN1CCNCC1)c1c(O)c2ccccc2[nH]c1=O	-2
CCOCc1nnc(NC(=O)Cn2ccc3ccc(F)cc32)s1	5
Clc1cccc(-c2cc3nccc(C4CCCNC4)n3n2)c1 (stereo unspecified)	-2

Part of the list above, with each value named.
canonical_smiles: COCCn1c(SCC(=O)NC2CCCC2)nnc1C(C)C
  EP2 modulator: -6
canonical_smiles: O=C(NCCN1CCNCC1)c1c(O)c2ccccc2[nH]c1=O
  EP2 modulator: -2
canonical_smiles: CCOCc1nnc(NC(=O)Cn2ccc3ccc(F)cc32)s1
  EP2 modulator: 5
canonical_smiles: Clc1cccc(-c2cc3nccc(C4CCCNC4)n3n2)c1 (stereo unspecified)
  EP2 modulator: -2

The listing continues:
SMILES	EP2 modulator
Cc1ccc2nc(-c3ccc(NC(=O)c4ccc(N)cc4)c(S(=O)(=O)O)c3)sc2c1	-12
O=C(CSc1nnc(-c2ccco2)o1)N1c2ccccc2Sc2ccccc21	2
C[n+]1ccc(C(=O)Nc2ccccc2)cc1	7
Cc1cc(C)cc(NC(=O)C[n+]2ccccc2)c1	-26
Nc1ccn([C@H]2O[C@@H](COP(=O)(O)O)[C@H](O)[C@H]2O)c(=O)n1	17
Cc1ccc(Cn2c(Sc3nc4ccccc4[nH]3)nc3c2c(=O)[nH]c(=O)n3C)cc1	-47
CCn1cc(C(O)CN2CCC3(CC2)CC(O)c2ccccc2O3)c2ccccc21 (stereo unspecified)	-79
CCCNC(=O)CSc1nnc2n(CC(=O)NC3CCCCC3)c3ccccc3n12	-4

Remaining list, next part
SMILES	EP2 modulator
O=C1CCCN1c1ccc(S(=O)(=O)NC2(c3ccc(Cl)cc3)CCC2)cc1	-38
COc1ccc(C(=O)N2CCN(C(=O)c3cccc(OC)c3OC)CC2)cc1OC	-4
COc1cc(O)c2c(=O)cc(C)oc2c1CC=C(C)C	92*
CCc1nn(CCC(N)=O)c(=O)c2cc3ccsc3n12	6
CCCC(=O)N1CCN(c2ccc(NC(=O)c3ccc(OC)c(Cl)c3)cc2)CC1	2
CCc1nnc2sc(-c3ccc(NC(=O)c4cc(OC)c(OC)c(OC)c4)cc3)nn12	-36
COc1ccc(CN(Cc2cncn2C)CC2CCCO2)c(OC)c1OC (stereo unspecified)	19
CC(C)n1c(=O)oc2cc(S(=O)(=O)NC3(c4ccc(Cl)cc4)CCC3)ccc21	11

Other compounds.
SMILES	EP2 modulator
O=C(Nc1cc(Cl)ccc1N1CCOCC1)c1cc2ccccc2oc1=O	6
COC(=O)CN1N=C(C(C)(C)C)Cn2c(cc3sccc32)C1=O	-36
O=C(NC1CCCC1)C(c1ccccc1F)N(Cc1ccco1)C(=O)Cc1cccs1 (stereo unspecified)	5
Cn1c(=O)oc2cc(S(=O)(=O)N(Cc3ccccn3)C3CC3)ccc21	-20
CC(C)C(=O)Nc1ccc(NC(=O)c2ccccc2)nc1	-12
CC(=O)C1=C(O)C(=O)N(CCNCCO)C1c1ccc(O)cc1 (stereo unspecified)	-26
Cc1cccc(C)c1NC(=O)Cn1cc(C(=O)C2CC2)c2ccccc21	12
CCCS(=O)(=O)N1CCC[C@H](Cn2nc(-c3cccs3)ccc2=O)C1	-46

The list continues:
SMILES	EP2 modulator
CC(C)n1c(N(C)C)nc2c1c(=O)n(C)c(=O)n2C	13
COc1ccc(-c2nnn(CC(=O)Nc3cc(Cl)cc(Cl)c3)n2)cc1OC	-74
COc1cccc(OC)c1C(=O)N1CCN(c2cccc(C)c2C)CC1	0
CN(C)S(=O)(=O)c1ccc(Nc2ccc(O)c3c2C(=O)c2c([N+](=O)[O-])ccc(O)c2C3=O)cc1	-34
O=C(Nc1ncc(Cc2ccc(Cl)cc2)s1)C1COc2ccccc2O1 (stereo unspecified)	-11
Cc1sc2nc(C3CC3)n(C3CCN(C(=O)Cc4cccc(F)c4)CC3)c(=O)c2c1C	17
O=C(c1cc2ccccc2oc1=O)N(Cc1ccc2c(c1)OCO2)Cc1cccs1	-23
O=C(CSc1nnc2c(n1)[nH]c1ccccc12)Nc1ccccc1Cl	-17

Next part.
SMILES	EP2 modulator
CN(C)CCCN1c2ccc3ccccc3c2Sc2cccc(Cl)c21	-20
COc1ccc(CN(Cc2cc3cc(OC)ccc3[nH]c2=O)Cc2nnnn2C2CCCCC2)cc1	40
CC(=O)Nc1ccc(NC2OC(=O)c3ccccc32)cc1 (stereo unspecified)	-7
CC(C)C(=O)c1cn(CC(=O)NC2CCCC2)c2ccccc12	-33
Cn1nnc(NC(=O)c2ccc(Cl)cc2)n1	-5
CCC(CC)c1nnc(NC(=O)c2ccc(OC(C)=O)cc2)s1	-7
COc1ccc2nc(NC(=O)CN3CCC(NC(=O)Nc4ccc(F)cc4)CC3)sc2c1	-27
C=CC(=O)N1c2ccccc2C(=C2SC(C(=O)OC)=C(C(=O)OC)S2)C(=S)C1(C)C	30

Remaining list, next part:
SMILES	EP2 modulator
CC(=O)c1cccc(Nc2nc(-c3ccc(O)c(O)c3)cs2)c1	-109
O=C(Cc1ccc(-n2cnnn2)cc1)NC1(c2ccc3c(c2)OCO3)CCCC1	-41
COc1ccc(OC)c(NC(=O)CSc2nc3cc4c(cc3cc2C)OCO4)c1	20
COc1ccc2c(Cl)c(C(=O)Nc3cccc(C(C)=O)c3)sc2c1	-7
CC(C)(C)NC(=O)C(c1ccncc1)N(C(=O)c1csnn1)c1ccc(Cl)cc1 (stereo unspecified)	-8
CCC(OC(=O)C1C2C=CC3(CN(c4cc(C)cc(C)c4)C(=O)C13)O2)C(=O)NC1CCCC1 (stereo unspecified)	-21
O=C(CSc1ncccn1)Nc1cccc(Cl)c1Cl	-15
Nc1nc2nc3c(nc2c(=O)[nH]1)CN(c1ccc(C(=O)O)cc1)C3=O	-8

Remaining list, next part
SMILES	EP2 modulator
CS(=O)(=O)N(CC(=O)NCc1ccccn1)c1cccc(F)c1	4
COc1ccc(C2C(C(C)=O)=C(O)C(=O)N2CC#N)c(OC)c1 (stereo unspecified)	-5
CCc1nn(CC(=O)NCc2ccccc2OC)c(=O)c2cc3occc3n12	-8
c1ccc(/C(=N\Nc2nc3ccccc3s2)c2ccccn2)cc1	-15
CCOC(=O)C1=C(C)NC(=O)NC1c1ccc(OC(C)=O)cc1 (stereo unspecified)	-26
CC(=O)Oc1ccc(CN2CCc3c(nc(N4CCCCC4)[nH]c3=O)C2)cc1	-45
Cc1cc2c(cc3c(=O)n(CC(=O)NCC4CC4)nc(C)n32)o1	4
COc1ccc(CC(=O)N2CCC(O)(c3ccccn3)CC2)cc1	1

(cont.)
SMILES	EP2 modulator
CCC(=O)N1CCN(c2ccc(NC(=O)c3ccc(Cl)cc3)cc2)CC1	16
Cc1cc(C)c(NC(=O)c2cc3sccc3n2C)c(C)c1	23
O=C(c1cccc(F)c1)N1CCCc2cc(C(O)CN3CCCC3)ccc21 (stereo unspecified)	8
Cc1ccsc1CN(CCCN1CCOCC1)Cc1ccc2ncccc2c1	-3
CCCCNN	18
O=C(CCCc1ccccc1)Nc1ccc(S(=O)(=O)N2CCCCC2)cc1	-47
Cc1cc(NC(=O)c2ccco2)ccc1NC(=O)c1cccs1	-74
Cc1ccc2cc(C(c3nnnn3C(C)(C)C)N3CCOCC3)c(=O)[nH]c2c1C (stereo unspecified)	-17

(next part)
SMILES	EP2 modulator
CC(C)(C)c1ccc(C(=O)N2CCC(C(=O)NC3CCCCC3)CC2)cc1	15
CCc1ccc2[nH]c(=O)c(CN(Cc3ccc4c(c3)OCO4)S(=O)(=O)c3ccc(F)cc3)cc2c1	35
Cc1cccc(C)c1NC(=O)CSc1nc(C)c(C)c(=O)[nH]1	-1
CCOC(=O)Cn1nnnc1CN(Cc1ccc(F)cc1)Cc1cc2c(C)cc(C)cc2[nH]c1=O	23
CCN1CCN(C(c2cccc(OC)c2OC)c2nnnn2C(C)(C)C)CC1 (stereo unspecified)	-36
C=CCN1CCN(C(c2ccc(Cl)cc2)c2nnnn2CC2CCCO2)CC1 (stereo unspecified)	-26
Cc1ccn2c(NCc3ccco3)c(-c3ccccc3)nc2c1	13
CCOc1ccc(C(=O)CSc2nnc(C(C)C)n2CC)cc1	-10

Continued:
SMILES	EP2 modulator
CCc1nc(NCCNC(=O)c2ccco2)c2c3c(sc2n1)CCCC3	-28
COc1ccccc1NC(=O)c1ccc(CSc2nnc3c(n2)[nH]c2ccccc23)cc1	-6
COc1cc(C)cc2c(-c3c(O)cc(O)c4c3C[C@H](C)N[C@@H]4C)cc(-c3cc(-c4c(O)cc(O)c5c4C[C@H](C)N[C@@H]5C)c4cc(C)cc(OC)c4c3O)c(O)c12	-12
COc1ccc(/C(O)=C2/C(=O)C(=O)NC2c2ccc(C(C)(C)C)cc2)cc1OC (stereo unspecified)	15
O=C(Nc1ccc(-c2cn3ccccc3n2)cc1)c1cc(Br)ccc1O	-20
COCCCN1C(=O)C(O)=C(C(=O)c2cccs2)C1c1ccc(C(C)(C)C)cc1 (stereo unspecified)	29
CCCn1c(SCC(=O)Nc2cc(OC)cc(OC)c2)nnc1-c1ccncc1	-25
CCC(CC)c1nnc(NC(=O)CC(C)c2ccccc2)s1 (stereo unspecified)	-25
CCN1c2ncccc2C(=O)NC12CCN(C(=O)c1cnn(CC)c1)CC2	-29
